PI5P4K alpha inh: blocks human PI5P4K alpha kinase activity; PI5P4Kalpha enzyme, ADP-Glo luminescence, 60 min; hits give low values; 330,000 tested, 1.2% active; P48426; max response, %; active = max response of -50% or lower; inconclusive = between -30% and -50%; inactive = -30% or higher; note: value at the top dose of about 77 µM; % is set by controls: 0 for no effect and ±100 for the full control effect
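Single end-point luminescence (ADP-Glo) quantified ADP from PI5P4Kalpha turnover; ATP 5 microM final, 1 h at RT, 0.1% CHAPS and 0.28 mM EGTA in HEPES pH 7.4.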
PLK1 PBD block: blocks phosphopeptide binding to human PLK1 polo-box domain | P53350 | Plk1 PBD binding of FITC phosphopeptide, fluorescence polarization | Potency, µM, without a hit: max response, negative = inhibition, actives largely listed as inhibitors | 360,000 tested, 2.8% active | AID 720504; note: potency is the fitted concentration of half-maximal effect; series mostly up to about 57 µM; % is set by controls: 0 for no effect and ±100 for the full control effect; nearly all actives have a fitted effect of over 65% in size
IL-2 act: IL-2 activation; IL-2 activation reporter assay, cell-based qHTS; stimulated with anti-CD3/CD4/CD28 beads; in transgenic mouse T cells; activation, % (series mostly up to about 46 µM); 360,000 tested, 0.065% active; AID 652025; in the data active = activation above about 50%; inconclusive = mostly about 30% to 49%; note: 0% is about no effect
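Screening format: compound pinned onto unstimulated transgenic mouse T cells, 60 min incubation, then anti-CD3/anti-CD4/anti-CD28 bead stimulation for 18 hours at 37 degrees C, followed by EGFP and DsRed detection.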
EPAC1 ag: activates human EPAC1 exchange factor. O95398. EPAC1 agonist qHTS, biochemical assay; response scale: 100% = response to 6.5 mM cAMP. Potency, µM (top dose mostly 154 µM), inactives show top-dose activation, most hits filed as activators. 360,000 tested, 0.073% active; note: potency is the fitted concentration of half-maximal effect; nearly all actives have a fitted effect of over 60% in size
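Nucleotide exchange assay: 100 nM EPAC1 with 250 nM Rap1B loaded with BODIPY-GDP and 50 uM GDP, room temperature. Fluorescence (480/540 nm) read every 5 min for 30 min; signal change normalized to 6.5 mM cAMP as full agonist.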
aSyn yeast inh: rescues yeast growth from alpha-synuclein toxicity; Yeast expressing alpha-synuclein, growth rescue, BacTiter-Glo, 24 h; Potency, µM (top dose mostly 46.1 µM), without a hit: at the highest dose growth rescue (activation), hits mostly activators; 370,000 tested, 0.14% active; AID 652106; note: potency is the fitted concentration of half-maximal effect; % of control where 0% means no effect; nearly all actives have a fitted effect of over 65% in size
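Screening used galactose-induced yeast with toxic alpha-synuclein levels, exposed to compound for 24 hr at 30 deg C. Cell growth, read with BacTiter-Glo luminescence, gave the measured signal.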
FUS suppressor: rescues growth of FUS-expressing yeast; Potency, µM (series often up to 76.6 µM), without a hit: at the top dose growth rescue (activation), hits mostly activators; S. cerevisiae FUS-expressing, growth rescue, OD600, 24 h; 390,000 tested, 0.24% active; AID 1347120;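 note: potency is the fitted concentration of half-maximal effect; plate controls were DMSO vehicle for no effect and reference control for full effect; nearly all actives have a fitted effect of over 55% in size; some results filed as inactive show a strong effect at the top dose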
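Compound concentration series was pinned onto galactose-induced FUS-expressing yeast seeded at OD 0.005. Plates sat 24hr at 30C; absorbance at 600 nm gave growth. DMSO served as background control.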
EPAC1 antagonist: antagonists of human EPAC1. O95398. EPAC1 GEF assay, Rap1b-BODIPY-GDP exchange fluorescence. Potency, µM (doses to about 115 µM), inactives show at the top dose activity change, negative = inhibition, actives largely listed as inhibitors. 360,000 tested, 0.14% active. AID 720709;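 note: potency is the fitted concentration of half-maximal effect; plate controls were vehicle for no effect and positive control for full effect; nearly all actives have a fitted effect of over 50% in size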
Abeta yeast res: compounds reversing amyloid beta toxicity in yeast; Potency, µM (titrated, usually from 46.1 µM), for inactives: at the top dose growth rescue, usual class: activators; 410,000 tested, 0.063% active; AID 1347071; yeast expressing A-beta42, growth rescue, OD600, 48 h; response scale: 0% DMSO, 100% iron-clioquinol control; note: potency is the fitted concentration of half-maximal effect; nearly all actives have a fitted effect of over 55% in size
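Yeast growth medium received pinned compounds, then yeast cells expressing toxic A-beta were added; plates incubated at 30 C for 48 hr. Growth read as absorbance at 600 nm, normalized to DMSO and equimolar FeCl3 plus clioquinol controls.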
WRN helicase inh: WRN helicase (human) inhibition; AID 651768; Potency, µM (doses to about 114 µM), for inactives: top-dose activity change, negative = inhibition, hits mostly inhibitors; 360,000 tested, 0.46% active; Q14191; WRN helicase unwinding, fluorescent forked duplex, kinetic; note: potency is the fitted concentration of half-maximal effect; % is set by controls: 0 for no effect and ±100 for the full control effect; nearly all actives have a fitted effect of over 55% in size
Target sequence (Q14191 whole entry, looked up): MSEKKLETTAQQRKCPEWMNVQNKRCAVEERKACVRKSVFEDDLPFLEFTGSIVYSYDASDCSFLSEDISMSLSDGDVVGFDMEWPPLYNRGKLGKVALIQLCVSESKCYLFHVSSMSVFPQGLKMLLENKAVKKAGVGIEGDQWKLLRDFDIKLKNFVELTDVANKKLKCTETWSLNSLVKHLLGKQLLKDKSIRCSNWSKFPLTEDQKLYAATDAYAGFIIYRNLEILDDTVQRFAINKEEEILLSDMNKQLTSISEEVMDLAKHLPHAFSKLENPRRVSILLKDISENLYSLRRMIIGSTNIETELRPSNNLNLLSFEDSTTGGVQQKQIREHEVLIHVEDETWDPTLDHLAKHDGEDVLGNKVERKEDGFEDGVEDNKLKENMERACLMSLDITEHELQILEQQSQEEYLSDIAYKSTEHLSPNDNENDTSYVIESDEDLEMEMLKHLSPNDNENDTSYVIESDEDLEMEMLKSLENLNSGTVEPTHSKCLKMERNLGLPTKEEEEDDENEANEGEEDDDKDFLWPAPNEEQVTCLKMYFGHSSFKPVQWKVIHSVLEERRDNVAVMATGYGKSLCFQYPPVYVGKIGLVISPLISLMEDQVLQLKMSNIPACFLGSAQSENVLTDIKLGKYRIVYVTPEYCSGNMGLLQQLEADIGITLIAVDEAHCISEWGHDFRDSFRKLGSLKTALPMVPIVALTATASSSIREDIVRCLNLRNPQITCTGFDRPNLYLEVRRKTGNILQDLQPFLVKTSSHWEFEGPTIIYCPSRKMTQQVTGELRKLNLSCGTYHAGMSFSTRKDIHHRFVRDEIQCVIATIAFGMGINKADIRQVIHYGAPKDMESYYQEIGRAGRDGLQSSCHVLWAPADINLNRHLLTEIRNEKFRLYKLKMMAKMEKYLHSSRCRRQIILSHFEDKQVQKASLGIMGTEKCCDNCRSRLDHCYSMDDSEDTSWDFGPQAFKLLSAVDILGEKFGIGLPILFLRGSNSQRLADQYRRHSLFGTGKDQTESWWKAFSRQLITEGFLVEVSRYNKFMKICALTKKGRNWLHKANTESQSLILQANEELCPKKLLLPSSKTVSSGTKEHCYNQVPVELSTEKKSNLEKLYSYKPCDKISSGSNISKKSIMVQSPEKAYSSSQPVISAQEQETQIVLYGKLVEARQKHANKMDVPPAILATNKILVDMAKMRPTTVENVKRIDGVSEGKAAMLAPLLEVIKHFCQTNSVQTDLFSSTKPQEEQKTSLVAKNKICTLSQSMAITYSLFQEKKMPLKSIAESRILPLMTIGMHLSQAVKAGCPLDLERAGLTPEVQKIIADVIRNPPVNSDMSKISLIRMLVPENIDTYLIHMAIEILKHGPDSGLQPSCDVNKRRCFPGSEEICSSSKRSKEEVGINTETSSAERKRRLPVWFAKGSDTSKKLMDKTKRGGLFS
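Fluorescence dequenching readout, ex 525 nm/em 598 nm, kinetic mode: forked duplex DNA (100 nM final) with adjacent fluorophore and quencher unwound by WRN (20 nM final) with 2 mM ATP. Compound preincubation 15 min, room temperature.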
* = called active by the depositor; ? = inconclusive; · = no result given; [ ] = dose if it differs, or a comment. Unless noted, calls come from the whole dose curve; as a rule, active = well fitted curve in the direction sought with a large enough effect; inconclusive = small, poorly fitted or top-dose-only effect, or another doubt; inactive = no such curve, though single readings can be large; an effect the other way counts as inactive or inconclusive. Rows were taken by chance. About 4.1% of those tested had a hit in this group.

SMILES | PI5P4K alpha inh | PLK1 PBD block | IL-2 act | EPAC1 ag | aSyn yeast inh | FUS suppressor | EPAC1 antagonist | Abeta yeast res | WRN helicase inh
Cc1nn(CCOc2ccccc2)c(=O)n1-c1ccccc1 | · | 0% | -1.1 | 1% | 7% | -3% | 12% | 8% | 10%
COc1nc(SC)nc(Cl)c1Cc1ccc(OC(C)C)cc1 | 20 | 0% | -2.6 | -8% | -4% | · | 1% | 2% | -12%
COc1ccc(-c2n[nH]c(=S)n2-c2ccc(Br)cc2)cc1OC | 9 | -6% | 0.0 | 12% | -3% | 8% | 6% | 6% | -8%
COc1cc(/C=C/C(=O)O)cc(S(=O)(=O)NCCCO)c1OC | -9 | -18% | -5.8 | 6% | 6% | · | -27% | 5% | -23%
CC(=O)Nc1ccc(SCC(=O)N2CCN(S(=O)(=O)c3ccccc3)CC2)cc1 | 2 | -16% | 0.5 | -2% | -1% | 13% | 0% | 9% | 0%
Cc1ccc2nc(-c3ccc(NC(=S)NC4CC(C)(C)NC(C)(C)C4)cc3)sc2c1 | -1 | -8% | -1.1 | 2% | 8% | ? | -4% | -62%[inhibitor] | 1%
Cc1cc(NC(=O)/C=C/C(=O)N(CC(=O)NC2CCCC2)c2ccc(F)cc2)no1 | 0 | -6% | -1.4 | 5% | 3% | -18% | 4% | -13% | -11%
Cc1cc(O)ccc1-c1cc(C(=O)NCc2ccc(F)cc2)[nH]n1 | -2 | -8% | 1.1 | 7% | -11% | -14% | -11% | -9% | -2%
Cc1ccc(OCCOCCNC(C)(C)C)c([N+](=O)[O-])c1 | -5 | 3% | 1.4 | -18% | -7% | 2% | -1% | -9% | -3%
O=C(NCCn1cc(SCc2ccccc2)c2ccccc21)c1ccccc1F | 12 | 0% | -4.5 | 16% | 4% | 15% | 1% | 6% | -8%
CCOC(=O)N1CCN(C(=O)c2ccc(SC)cc2OC)CC1 | -7 | 4% | -1.9 | -8% | -1% | -18% | 7% | -5% | 7%
COC(=O)/C=C1\S/C(=N/NC(=O)c2ccc(OC)cc2)NC1=O | -13 | 19µM* | 2.5 | 4% | 4% | 2% | -11% | 5% | 9%
O=C(CC1C(=O)NCCN1Cc1ccc(Cl)c(F)c1)NC1CCC1 (stereo not drawn) | -3 | -17% | -1.6 | 9% | 2% | -3% | -6% | 5% | -2%
Clc1cccc(-c2cccc3nccn23)c1 | 1 | -11% | -0.1 | -5% | 1% | -7% | 1% | 10% | -4%
O=C(/C=C/c1ccc2c(c1)OCCCO2)c1ccc2ccccc2c1O | 41 | -2% | -2.2 | 9% | 4% | -14% | -1% | 17% | -1%
O=C(c1ccccc1)N1CCN(C(=O)c2cccnc2)CC1 | -1 | -16% | -3.8 | 2% | -4% | -24% | -29% | 2% | 5%
Cc1nc(S(=O)(=O)N2CCN(C3c4ccccc4-c4ccccc43)CC2)cn1C | 8 | -6% | 1.2 | 8% | 7% | 16% | -3% | 7% | 3%
CCN(C(=O)c1cccs1)c1nnc(-c2ccncc2)s1 | 0 | -18% | 0.3 | 5% | 1% | 7% | 13% | 3% | -1%
CCOC(=O)C1CCN(C(=O)COC(=O)Cc2ccc(Cl)cc2)CC1 | 2 | -4% | 0.1 | 8% | 9% | 17% | -20% | 0% | 1%
CCc1cc2c(SCC(=O)c3ccc(C)cc3)ncnc2s1 | 9 | 30µM* | -0.2 | 6% | 1% | -2% | -2% | 27% | 15%
COc1ccc(-c2c(=O)n(OCc3ccccc3[N+](=O)[O-])c3ccccc3[n+]2[O-])c(OC)c1 | -10 | -6% | -1.1 | 16% | 22% | 40% | -9% | -7% | -10%
CC(=O)Nc1sc(N/N=C\c2cccc(Cl)c2)nc1-c1cccs1 | -21 | ? | -6.0 | 10% | -4% | 58% | 3% | -11% | -4%
Cc1ccccc1-c1cc2c(c3c1ccn3C)C1CCC2O1 (stereo not drawn) | 3 | -1% | 0.9 | 1% | -2% | 28% | 3% | ? | -5%
CC(O)Cc1nsc(NC(=O)c2cccs2)n1 (stereo not drawn) | 1 | -17% | 0.7 | 3% | -3% | -13% | -11% | -9% | 8%
COc1ccc(C2c3c(ncn(CCCN4CCOCC4)c3=N)Oc3ccc4ccccc4c32)cc1OC (stereo not drawn) | 3 | -16% | 1.3 | 1% | 0% | 29% | -14% | -1% | 20%
CN(C)CCNC(=O)c1cccc(-c2cnc3c(NC=O)cc(/C=C/c4ccccc4)cn23)c1 | -7 | -13% | -1.0 | -1% | ? | ? | -20% | -8% | ?
Cc1cc(S(=O)(=O)n2cnc3ccccc32)c(C)cc1Cl | -20 | -7% | -0.8 | 5% | 2% | -49% | -1% | -3%[9.22 µM] | -24%
O=C(O)CCC(=O)Nc1ccccc1Oc1ccccc1 | 3 | 27µM* | 1.1 | 5% | 1% | 16% | 10% | -13% | 0%
Cc1[nH]c2ccc(-c3nnc(SCC(=O)c4ccccc4F)o3)cc2c1C | -15 | -9% | -0.2 | 8% | 22% | · | -23% | -11% | -12%
Cc1ccc(C(=O)NCCNC(=O)COc2ccccc2Cl)cn1 | 5 | -2% | -1.0 | 8% | 4% | 1% | -26% | -9% | -26%
CCNC(=O)C(=O)NCC1OCCCN1S(=O)(=O)c1ccc(F)cc1C (stereo not drawn) | 3 | -14% | 0.5 | -18% | 1% | 16% | -2% | -7% | -19%
CCCC(=O)Oc1ccc(C2NC(=O)c3ccccc3O2)cc1OC (stereo not drawn) | -14 | -5% | 1.8 | 4% | -4% | 5% | 3% | 8% | -5%
CCOc1ccccc1N(C(=O)Cn1nnnc1-c1ccc(C)o1)C(CC)C(=O)NC(C)(C)C (stereo not drawn) | 0 | -1% | -3.2 | 2% | 10% | 21% | 3% | 5% | -15%
O=C(CSc1ncccc1C(=O)O)c1cccc(C(F)(F)F)c1 | 3 | -8% | 0.0 | 7% | -4% | -1% | 10% | -2% | -6%
O=C(O)C(Cc1c[nH]c2ccccc12)NS(=O)(=O)c1cccc2nsnc12 (stereo not drawn) | -9 | ? | 0.0 | 2% | 1% | · | -10% | -1% | -29%
CSc1nc(N)nc(SCC(=O)C23CC4CC(CC(C4)C2)C3)c1C#N | · | -3% | -1.3 | 12% | 4% | 26% | 6% | 4% | -7%
COC(=O)c1cnn(C(=O)c2cc(OC)ccc2Br)c1N | · | 0% | 1.3 | 3% | -1% | 23% | 10% | 12% | 11%
Cc1c(CN2CCCC(C)C2)c(O)n(CCO)c(=O)c1C#N (stereo not drawn) | -8 | 0% | -3.1 | -6% | -1% | -13% | -6% | -1% | -23%
CC1Cc2ccccc2N1CC(=O)NC(=O)NC(C)(C)C (stereo not drawn) | 2 | -7% | 0.8 | 10% | 9% | 13% | 3% | 10% | -2%
COc1ccc(CNC(=O)C[C@H]2C[C@H](C(=O)N3CCOCC3)[C@@]3(CCC4CCCC4)c4[nH]c5ccc(Cl)cc5c4CCN3C2=O)cc1OC | 0 | -5% | -0.8 | 7% | -1% | 9% | -14% | 19% | -1%

4 consecutive entries from above, for reference:
SMILES | PI5P4K alpha inh | PLK1 PBD block | IL-2 act | EPAC1 ag | aSyn yeast inh | FUS suppressor | EPAC1 antagonist | Abeta yeast res | WRN helicase inh
COc1ccc(-c2c(=O)n(OCc3ccccc3[N+](=O)[O-])c3ccccc3[n+]2[O-])c(OC)c1 | -10 | -6% | -1.1 | 16% | 22% | 40% | -9% | -7% | -10%
CC(=O)Nc1sc(N/N=C\c2cccc(Cl)c2)nc1-c1cccs1 | -21 | ? | -6.0 | 10% | -4% | 58% | 3% | -11% | -4%
Cc1ccccc1-c1cc2c(c3c1ccn3C)C1CCC2O1 (stereo not drawn) | 3 | -1% | 0.9 | 1% | -2% | 28% | 3% | ? | -5%
CC(O)Cc1nsc(NC(=O)c2cccs2)n1 (stereo not drawn) | 1 | -17% | 0.7 | 3% | -3% | -13% | -11% | -9% | 8%

More structures follow:
SMILES | PI5P4K alpha inh | PLK1 PBD block | IL-2 act | EPAC1 ag | aSyn yeast inh | FUS suppressor | EPAC1 antagonist | Abeta yeast res | WRN helicase inh
COc1ccc(C(=O)NCCCNC(=O)c2cccnc2)cc1Br | -3 | 3% | -1.8 | -4% | 1% | -7% | -12% | 6% | -4%
COc1ccccc1-n1cnc2cc(C(=O)NCC3CCCO3)ccc21 (stereo not drawn) | -12 | -2% | -0.1 | 1% | 1% | 8% | -2% | 9% | 1%
COc1cccc(OC)c1C(=O)Nc1ccc2c3c(cccc13)CC2 | -6 | 0% | 0.6 | -5% | -4% | 10% | -7% | -17% | 7%
O=c1[nH]c2cc3c(cc2cc1C(c1nnnn1C1CCCC1)N1CCCc2ccccc21)OCCO3 (stereo not drawn) | -1 | 2% | 0.4 | 1% | 9% | · | 2% | 0% | -5%
Cc1nc(NC(=O)COC(=O)[C@@H](NC(=O)c2ccco2)C(C)C)c(Cl)cc1Cl | -4 | -22% | 1.1 | -1% | -5% | 23% | -7% | 6% | -1%
COC(=O)c1ccccc1NC(=O)CSc1nnnn1-c1ccc(C)cc1C | -5 | -6% | -0.7 | 0% | 2% | 12% | -16% | 27% | -3%
O=C(CN1c2cccc3cccc(c23)S1(=O)=O)Nc1cccc(S(=O)(=O)N2CCOCC2)c1 | ? | -8% | 0.6 | -7% | 5% | · | -11% | 2% | -6%
C#CCOCCOCCOCCNc1nc(N2CCN(C(=O)[C@H](CCCCN)n3cc(CCCC)nn3)CC2)nc(N2CCN(C(=O)[C@H](CCCCN)n3cc(CCCC)nn3)CC2)n1 | 20 | -6% | 0.3 | 6% | -15% | ? | -7% | 1% | 2%
NC(=O)C1(Nc2ccc(Cl)cc2)CCCC1 | 0 | -12% | -0.5 | 5% | -8% | -10% | -9% | 7% | 20%
COc1ccc(CC(NC(C)=O)C(=O)N2CCN(C(=O)Nc3ccc(Cl)cc3)CC2)cc1OC (stereo not drawn) | · | -5% | -1.6 | -4% | 0% | 33% | -9% | 1% | -2%
O=C(CCC(=O)c1ccccc1)NCc1cccc(C(F)(F)F)c1 | 2 | -6% | -1.8 | 3% | 8% | · | 6% | 2% | 4%
